NOD2-RIPK2 inh: NOD2-RIPK2 binding disruptors in cells, primary screen, fluorescence, CHO cells, BLA complementation; Receptor-interacting serine/threonine-protein kinase 2 (Homo sapiens), O43353; CCF4 ratio; inhibition, % at 4.98 µM; 0.38% of 360,000 active; AID 624267, 2012; in the data active means inhibition above about 21%;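 further: 0% = vehicle only and 100% = reference blocker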
Target sequence (O43353 whole entry, looked up): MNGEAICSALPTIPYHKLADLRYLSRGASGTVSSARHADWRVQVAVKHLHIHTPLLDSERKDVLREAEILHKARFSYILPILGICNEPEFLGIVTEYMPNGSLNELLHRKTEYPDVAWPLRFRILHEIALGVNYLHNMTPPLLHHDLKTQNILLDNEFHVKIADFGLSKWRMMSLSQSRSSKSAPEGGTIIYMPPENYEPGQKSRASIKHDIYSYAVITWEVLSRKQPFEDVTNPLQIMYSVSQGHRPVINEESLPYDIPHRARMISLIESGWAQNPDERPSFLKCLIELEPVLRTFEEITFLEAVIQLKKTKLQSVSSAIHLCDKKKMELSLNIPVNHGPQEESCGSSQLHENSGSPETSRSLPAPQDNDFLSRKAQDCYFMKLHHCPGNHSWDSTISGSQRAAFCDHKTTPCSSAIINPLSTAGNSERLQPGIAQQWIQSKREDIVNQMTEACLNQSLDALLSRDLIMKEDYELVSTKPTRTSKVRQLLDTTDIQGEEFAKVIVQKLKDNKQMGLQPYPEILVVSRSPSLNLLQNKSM
SRC2 inh: inhibition of GAL4-SRC2 driven luciferase reporter, primary screen, SRC2 inhibitor project, cell-based, luminescence; inhibition, % at 9 µM; 0.17% of 370,000 active; Nuclear receptor coactivator 2 (Homo sapiens), Q15596; HEK293 GAL4-SRC2 luciferase reporter; AID 651957, 2012;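 active means inhibition above the mean inhibition of all tested compounds plus 3 SD, set per campaign, cut at about 52% in these data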;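 further: 0% = DMSO treated cells and 100% = cells given Gossypol at 36 µM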
ABHD5 PLIN5 PPI: ABHD5-PLIN5 interaction inhibitors, primary screen, cell lysate, split luciferase complementation, luminescence | 0.78% of 360,000 active | Split G. princeps luciferase complementation, 4 h | inhibition, % at 4 µM | Perilipin-5 (Homo sapiens) + 1-acylglycerol-3-phosphate O-acyltransferase ABHD5 (Homo … | AID 602281, 2012;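 active means inhibition above the mean inhibition across every tested compound plus 3 SD, cut at about 22% in these data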;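 further: 0% = DMSO only wells and the 100% control is not disclosed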
Granule exo inh: LAMP-1 surface exposure blockers, TALL-104 cells – cell-based, flow cytometry, MLPCN library, primary screen | TALL-104 LAMP-1 surface exposure; cells stimulated with thapsigargin and PMA | inhibition, % at 10 µM | 0.66% of 360,000 active;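 active means inhibition above about 55%, limit read from the data; inconclusive means no clear call, values can overlap the other calls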
COUP-TFII inh: NR2F2 transcriptional activity inhibitors, primary screen, cell-based, luciferase reporter, HEK293T, luminescence | 0.7% of 370,000 active | inhibition, % at 8.6 µM | HEK293T NGFI-A luciferase reporter | COUP transcription factor 2 (Homo sapiens), P24468;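 active means inhibition above a per-plate cutoff, mean inhibition of test wells between control levels plus 3 SD, cut at about 38% in these data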;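 further: cells cotransfected with COUP-TFII expression vector driving the NGFI-A reporter; 0% = median of COUP-TF2 test wells and 100% = reporter-only cells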
Target sequence (P24468 whole entry, looked up): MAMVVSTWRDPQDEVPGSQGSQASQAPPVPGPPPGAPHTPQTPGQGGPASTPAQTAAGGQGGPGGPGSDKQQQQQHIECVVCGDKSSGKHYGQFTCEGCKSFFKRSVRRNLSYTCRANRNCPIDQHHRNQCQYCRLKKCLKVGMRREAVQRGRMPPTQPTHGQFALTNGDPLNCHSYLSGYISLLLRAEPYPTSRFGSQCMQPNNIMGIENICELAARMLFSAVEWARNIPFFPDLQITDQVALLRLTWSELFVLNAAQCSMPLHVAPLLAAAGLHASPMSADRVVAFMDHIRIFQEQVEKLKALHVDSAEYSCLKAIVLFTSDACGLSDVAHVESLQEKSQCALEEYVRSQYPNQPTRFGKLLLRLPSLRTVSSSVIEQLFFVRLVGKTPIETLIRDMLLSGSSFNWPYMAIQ
TWEAK-Fn14 inh: inhibitors of TWEAK-Fn14 signaling, primary screen, luciferase reporter cells, uHTS | AID 1159606, 2016 | 2% of 360,000 active | TWEAK-stimulated Fn14 reporter cells, luciferase luminescence, 8 h | inhibition, % at 10 µM; in the data active means inhibition above about 50%
TLR9-MyD88 inh: inhibitors of TLR9-MyD88 association in cells, primary screen, cell-based, CHO, BLA complementation, fluorescence; CCF4 FRET ratio; Toll-like receptor 9 (Homo sapiens) + Myeloid differentiation primary response protein …; 0.21% of 340,000 active; inhibition, % at 4.98 µM; AID 504734, 2011;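 active means inhibition above the mean over all tested compounds plus 3 SD, cut at about 21% in these data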;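 further: 0% = DMSO only wells and 100% = clavulanate BLA inhibitor control wells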
NCOA3 inh: SRC3 coactivator transcriptional activity inhibitors, primary screen, cell-based, luminescence | inhibition, % at 3.6 µM | HEK293 GAL4-SRC3 luciferase reporter | AID 588352, 2011 | 0.17% of 360,000 active;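 active means inhibition above a per-campaign cutoff, the mean of all compounds plus 3 SD, cut at about 60% in these data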;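 further: 0% = DMSO-treated cells and 100% = gossypol-treated cells at 36 µM; higher means less SRC3-driven luciferase light from the GAL4 reporter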
LRH-1 inv ag: LRH-1 (NR5A2) inverse agonists, primary screen, cell-based, luminescence, HEK293T, StAR-luciferase reporter; 0.13% of 360,000 active; inhibition, % at 3.6 µM; LRH-1 transfected, 24 h;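 active means inhibition above the mean inhibition of all tested compounds plus 3 SD, cut at about 73% in these data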;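 further: 0% = DMSO wells and 100% = reporter-only cells lacking LRH-1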
SRC1 inh: SRC1 coactivator transcriptional activity inhibitors, primary screen, cell-based, luminescence; Nuclear receptor coactivator 1 (Homo sapiens), Q15788; HEK293 GAL4-SRC1 luciferase reporter; inhibition, % at 3.6 µM; 0.12% of 360,000 active;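 active means inhibition above the campaign mean plus 3 SD, with each screening campaign given its own cutoff, cut at about 60% in these data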;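 further: 0% = DMSO treated cells and 100% = gossypol at 36 µM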
TROY NFkB inh: inhibitors of TROY-driven NF-kB signaling, primary screen, Q293 LMP1-TROYcd cells, NF-kB luciferase, uHTS | Q293 LMP1-TROYcd NF-kB luciferase reporter, 4 h | 0.98% of 360,000 active | inhibition, % at 10 µM;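 active means compounds whose plate-normalised and pattern-corrected inhibition of the luciferase reporter signal at the single screening dose is 50% or more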
The depositor's hits bear a star; u = inconclusive; x = not tested or not shown. These rows are one share of the data (hit frequency here may not be typical).

A first look (2 entries):
SMILES	NOD2-RIPK2 inh	SRC2 inh	ABHD5 PLIN5 PPI	Granule exo inh	COUP-TFII inh	TWEAK-Fn14 inh	TLR9-MyD88 inh	NCOA3 inh	LRH-1 inv ag	SRC1 inh	TROY NFkB inh
CCOc1ccc(OCC(=O)OCc2cc(=O)n3cc(Br)ccc3n2)cc1	-2	7	14	1	5	6	6	-17	13	-11	-5
Cc1cccc(OCC(=O)NCc2ccccc2)c1	11	-4	5	-1	12	-10	-6	-15	-3	10	-3

All compounds of this part, from the start:
SMILES	NOD2-RIPK2 inh	SRC2 inh	ABHD5 PLIN5 PPI	Granule exo inh	COUP-TFII inh	TWEAK-Fn14 inh	TLR9-MyD88 inh	NCOA3 inh	LRH-1 inv ag	SRC1 inh	TROY NFkB inh
CCOc1ccc(OCC(=O)OCc2cc(=O)n3cc(Br)ccc3n2)cc1	-2	7	14	1	5	6	6	-17	13	-11	-5
Cc1cccc(OCC(=O)NCc2ccccc2)c1	11	-4	5	-1	12	-10	-6	-15	-3	10	-3
CCOc1ccc(N2C(=O)CC(N(C)Cc3ccccc3)C2=O)cc1 (stereo unspecified)	-11	-6	2	-6	7	25	0	3	-18	2	4
O=C(O)CCC(=O)Nc1ccc(S(=O)(=O)c2ccc(NC(=O)CCC(=O)O)cc2)cc1	-19	-50	-4	-2	1	10	4	6	-1	14	-23
COc1ccc(Cl)cc1NC(=O)Nc1ccc(C(=O)N2CCOCC2)cc1	10	15	13	-2	-3	-6	2	-37	13	2	-13
Cc1ccc(S(=O)(=O)Nc2cnc3ccccc3c2)cc1	-6	15	4	-4	10	-10	7	-3	10	13	-21
O=C(Nc1cccc(S(=O)(=O)N2CCCCC2)c1)C1CC(=O)N(c2ccc3c(c2)OCCO3)C1 (stereo unspecified)	-7	8	2	2	10	7	-3	4	10	3	22
Cn1c(CCNC(=O)c2ccccc2F)nnc1SCC(=O)Nc1ccccc1F	1	-14	-4	-2	5	1	-1	7	1	7	-2
CCN1C(c2ccccc2)=C(c2ccccc2)S/C1=C/C=C1\SC(=S)N(C)C1=O	-6	13	-27	59*	4	4	-4	17	-5	7	5
O=C(c1ccc(S(=O)(=O)N2CCCC2)cc1)N1CCC(CN2C(=O)c3cccc4cccc(c34)C2=O)CC1	-19	-11	-3	-1	4	7	-4	-3	-16	-9	15
Cc1ccc(N2C(=O)C3C(C2=O)N2C(c4cccs4)C4C(=O)N(c5ccc(C)cc5)C(=O)C4N2C3c2cccs2)cc1 (stereo unspecified)	-5	24	-10	1	17	-11	-2	-3	1	11	-18
C[C@H](NC(=O)[C@@H]1Cc2ccccc2CN1)C(=O)Nc1ccc2c(c1)OCCO2	0	-29	13	-3	-3	38	-6	-13	-19	4	29
CC(O)[C@H]1CNC(=O)C(=O)N1CC1CCCCC1 (stereo partly specified)	-2	-9	2	18	5	6	7	6	-2	1	7
CCOC(=O)C1=C(OCc2ccc(Cl)cc2)C2C=C(C)C=CC2N=C1 (stereo unspecified)	0	-8	-1	-2	0	-3	-6	13	6	-64	11
O=C1c2nccnc2C(=O)N1c1ccc(C(F)(F)F)cc1	-4	-13	3	-1	5	16	4	9	0	4	-5
COc1ccccc1N1CCN(S(=O)(=O)c2cn(C)nc2C)CC1	-4	-8	2	1	9	-22	5	-4	10	-11	-3
CC1(C)Cc2c(cnn2-c2ccccc2)-c2c1c1ccccc1n2CC(O)CCl (stereo unspecified)	6	-18	-9	9	18	26	-1	-4	-2	7	-2
Cc1c(NS(=O)(=O)c2ccc(NCC3CCCO3)c([N+](=O)[O-])c2)c(=O)n(-c2ccccc2)n1C (stereo unspecified)	5	1	-3	-4	22	-2	-14	3	12	2	1
COc1ccc(OCC(O)CN(CC(O)COc2ccc(OC)cc2)c2cccc(O)c2)cc1 (stereo unspecified)	2	11	-11	11	1	4	-6	13	-16	-1	2
CCn1c(N)c(C(=O)Nc2ccccc2C(=O)OC)sc1=S	-11	-37	-15	-5	0	-10	1	-1	8	1	-1
O=[N+]([O-])c1cc(Br)cc(C=Nc2ccc3c(c2)OCO3)c1O	1	-11	-8	13	-7	-20	-6	-8	-11	-17	-6
CC(=O)C[C@H]1c2ccccc2S(=O)(=O)N1C1CCCCC1	7	-43	2	1	-8	10	-6	-20	4	-23	-4
N#CC1(c2ccccc2)CCC(=NO)CC1 (stereo unspecified)	7	4	-3	-2	-9	9	0	-6	-6	-4	-11
CN(c1ccc(C(=O)Nc2ccc3c(c2)OCO3)cc1)S(C)(=O)=O	-2	-52	1	-2	-22	-1	5	-38	-69	-43	-63
O=C(CN(CC1CCCO1)C(=O)CCC(=O)Nc1nccs1)NCc1ccc2c(c1)OCO2 (stereo unspecified)	-11	-4	13	1	-5	11	3	-9	-4	8	0
O=C(CNC(=O)c1ccc(F)cc1)NCc1ccccn1	-3	-14	11	6	-3	10	-2	8	-4	-23	11
CCN(CC(=O)Nc1ccccc1C(F)(F)F)C(=O)c1oc2c(Cl)cccc2c1C	7	-13	2	10	-4	-20	6	-14	7	-3	-27
O=C(Nc1ccc(S(=O)(=O)N2CCCCCC2)cc1)c1c(F)cccc1F	-33	-11	6	-2	6	2	7	8	-13	6	1
O=C(NC(=S)NCCc1ccccn1)c1ccccc1	-1	-40	-1	1	-8	-12	-2	-25	-48	-41	-21
O=C1C=C(c2ccc(F)cc2OCc2ccccc2)C[C@@H](c2ccc(F)cc2)C1	-7	20	-9	-2	10	13	1	-3	-6	16	20
CCOC(=O)c1c(N)sc(C(=O)N(C)C)c1C	-5	16	8	2	0	6	-12	-10	7	-2	8
O=C1CC(=C(c2ccccc2)c2ccccc2)C(=O)N1CCCCN1CCN(c2ccccc2)CC1	0	-4	3	58*	11	10	6	0	-10	4	29
COc1cccc(C(=O)Nc2ccccc2)c1	-6	-33	-2	-1	-32	9	-4	-50	-92	-75	-35
O=C(CSc1nc2scc(-c3ccco3)c2c(=O)n1-c1ccccc1)NCC1CCCO1 (stereo unspecified)	1	-7	56*	0	9	4	-5	10	-1	-29	-1
CN(C(=O)Cn1nc(C(=O)O)c2ccccc2c1=O)c1ccccc1	2	-5	7	u	4	18	-7	10	-8	-3	-11
COc1cc(CNCCNC(=O)c2nonc2N)ccc1OCc1ccc(Cl)cc1	6	-6	17	26	4	-61	1	-1	-3	17	-18
Cc1nc2nc(SCC(=O)NCCCN3CCCC(C)C3)nn2c(C)c1Cc1ccccc1Cl (stereo unspecified)	0	-13	-3	2	0	3	2	-3	-3	-26	-1
N=C1C(c2ccccc2)=C(O)CN1c1cccc(S(=O)(=O)Nc2cccc(C(F)(F)F)c2)c1	0	18	3	6	6	-2	2	6	2	6	11
Fc1ccc(-c2ccc3c(c2)C2CC3CCN2Cc2ccc3c(c2)OCO3)cc1 (stereo unspecified)	1	-12	7	-2	-1	-3	-3	-1	-9	0	-8
O=C(c1cccc(S(=O)(=O)N2CCCCC2)c1)N(CCc1ccccc1)Cc1ccccc1	-4	29	-12	9	14	13	8	18	14	-20	6
COc1ccc(OC)c(NC(=O)c2cccc(C)c2[N+](=O)[O-])c1	1	9	-3	-4	12	2	-5	-1	31	10	-20
CCc1nnc(NC(=O)CSc2nnc(Cc3ccccc3)n2Cc2ccccc2)s1	-7	-21	-6	8	2	6	8	-26	-16	-7	-4
CC(=O)c1ccc(N2CCN(CC(O)COCc3ccco3)CC2)cc1 (stereo unspecified)	-1	12	-7	-5	16	14	-7	13	-21	-7	5
O=C(C[C@H]1CC[C@@H](NC(=O)c2ccncc2)[C@@H](CO)O1)NCC1CC1	-2	-8	-5	-4	-3	x	x	x	5	x	x
O=C(CCc1ccccc1)Nc1ccc(NS(=O)(=O)c2ccccc2)cc1	-14	14	2	-2	-10	12	-6	-16	2	-35	4
Cc1cc(=O)[nH]c(N2CCc3ccccc3C2)n1	2	14	2	-3	-6	12	2	1	-7	8	1
CCN(C(=O)Cn1c(=O)n(-c2cc(OC)c(OC)c(OC)c2)c(=O)c2ccccc21)c1cccc(C)c1	-2	-10	0	-4	-5	8	-1	13	-1	-80	3
CCOC(=O)CC(=O)NC(CC(=O)OC)c1ccc(Br)cc1 (stereo unspecified)	-1	2	-2	0	-11	-6	6	5	5	15	2
O=C(COC(=O)c1cc(S(=O)(=O)N2CCCC2)ccc1O)NCCc1ccccc1	-5	-1	-7	4	6	-3	10	1	29	-7	0
COc1ccc(S(=O)(=O)N(CC(=O)NC2CC2)Cc2ccccc2)cc1	1	-6	10	-2	1	-6	-5	2	4	-6	-12
Cn1cccc1C(=O)OCc1ccc(F)cc1	1	-19	0	-8	13	-18	4	-12	11	-7	-23
Nc1ncnc2nc(SCC(=O)N3CCN(c4ccccc4)CC3)[nH]c12	-10	-5	-2	0	5	-3	-1	13	-42	-4	7
CN1CCN(c2nc(-c3cccnc3)nc3scc(-c4ccccc4)c23)CC1	5	-44	16	41	-24	-15	5	12	-18	-10	-21
CC1(C(=O)NCCc2c[nH]c3ccccc23)CCN1Cc1ccccc1OC(F)F (stereo unspecified)	3	0	-4	-3	-56	-4	x	-95	-25	15	26
CC(C)=CCCC1=CCC(/C=N/NC(N)=O)C(C)C1 (stereo unspecified)	-3	0	6	-6	18	-2	-1	-7	-7	-12	-14
COc1ccccc1N1CC(C)C(=O)NC1=S (stereo unspecified)	10	5	-3	-3	3	17	-3	12	1	7	-22
COC(=O)CN(Cc1ccco1)S(=O)(=O)c1ccccc1	-8	-6	4	-3	5	20	2	-5	-1	7	-9
CCCCn1cnc2c(SCc3ccccc3Cl)nc(N)nc21	-2	-52	0	-2	-14	-16	-10	-36	-57	-42	-22
CC(C)CC(=O)Nc1ccnn1C1CCN(C(=O)c2ccccc2F)CC1	1	-2	-3	1	-1	-13	7	-3	13	-21	-16
Cc1cc2oc3ccc(NCCCN4CCOCC4)cc3c(=O)c2cc1C	2	-28	0	-9	-13	-32	-2	-21	-49	-24	-75
CCCS(=O)(=O)N1CCCC(C(=O)N2CCC(Cc3ccccc3)CC2)C1 (stereo unspecified)	4	-8	2	-6	3	-1	-10	-35	-13	8	-6
C[C@@H](C(=O)O)[C@@H]1C[C@@]1(C)[C@@H](NC(=O)OCc1ccccc1)c1ccccc1	0	-7	2	8	-9	-15	-6	-6	-4	-13	-23
